# Source: PubChem
# Wnt act: Wnt/beta-catenin pathway activators, primary screen, cell-based, plate reader, single point. Wnt/beta-catenin reporter cell assay, activator. activation, % at 9.35 µM. 300,000 tested, 1.2% active. AID 743398, 2014; in the data active means activation above about 30%, passing the limit was not always enough; inconclusive means no clear call, values can overlap the other calls;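 further: 0% = neutral control wells and 100% = positive control wells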
# Tat export inh: E. coli Tat export inhibitors, primary screen, MC4100, TorA-mCherry reporter, fluorescence, single point | inhibition, % at 10 µM | 340,000 tested, 0.036% active | AID 488895, 2010;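 active means mean replicate inhibition at least 50% and at least half of replicates individually reaching 50%; inconclusive means only one of the two criteria met; inactive means neither criterion met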;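 further: exported cargo escapes ClpAP degradation while cytoplasmic cargo is degraded and loses fluorescence; 0% = median of neutral control wells and 100% = median of NaSCN control wells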
# CAL PDZ FP-1: untagged CAL PDZ binding inhibitors, primary screen, biochemical, fluorescence polarization, HTS; Golgi-associated PDZ and coiled-coil motif-containing protein (Homo sapiens), Q9HD26; purified CAL PDZ, TMR-peptide fluorescence polarization, 1 h; inhibition, % at 24.9 µM; 300,000 tested, 0.92% active; AID 602252, 2012;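 active means mean inhibition of at least 30% with at least half of replicates also reaching 30%; inconclusive means no clear call, values can overlap the other calls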;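 further: 0% = DMSO neutral control and 100% = excess unlabeled competitor peptide PRC23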
# CAL PDZ FP-2: CAL PDZ peptide-binding inhibitors, primary screen, biochemical, fluorescence polarization, Cer-tagged CAL PDZ, HTS; Golgi-associated PDZ and coiled-coil motif-containing protein (Homo sapiens), Q9HD26; purified CAL PDZ, TMR-peptide fluorescence polarization, 1 h; inhibition, % at 20 µM; 330,000 tested, 0.02% active; AID 504414, 2011;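 active means highest replicate inhibition of at least 40%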;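 further: plate controls were DMSO neutral control wells for no effect and unlabeled competitor peptide control wells for full effect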
#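 Control set: unlabelled peptide and DMSO controls / Material: purified CerCALP PDZ construct / Timing: 1 h incubation at room temperature before polarization reading / Doses: 20 µM, one dose / Detection: fluorescence polarization (mP)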
# phage Ecoli inh: growth loss of phage-infected E. coli, primary screen, RecBCD inhibitor project, absorbance, with phage, HTS | inhibition, % at 11.9 µM | 360,000 tested, 0.26% active; in the data active means inhibition above about 11%
# Ecoli viability: E. coli V3065 growth inhibition, primary screen, counter-screen for AddAB inhibitor project, absorbance, OD600. 18 h. inhibition, % at 11.9 µM. 330,000 tested, 0.27% active. AID 449728, 2010;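 active means inhibition above the campaign's mean inhibition across all tested compounds plus 3 SD, cut at about 9.9% in these data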;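 further: uninfected addAB+ strain grown without phage in ampicillin broth; 0% = DMSO wells and 100% = ciprofloxacin 0.95 µg/ml wells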
# AddAB inh: growth inhibition of E. coli expressing H. pylori AddAB, primary screen, AddAB inhibitor project, absorbance. inhibition, % at 11.9 µM. 330,000 tested, 0.29% active. AID 435030, 2010; in the data active means inhibition above about 12%;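 further: 0% = vehicle wells of infected cells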
# MITF act: activators of MITF-driven TRPM1 promoter reporter, primary screen, cell-based, SK-MEL-5, luciferase, single point | SK-MEL-5 TRPM1-promoter luciferase, 24 h; % of positive control, neutral wells = 0 | activation, % at 12.5 µM | 300,000 tested, 0.75% active | AID 588334, 2011;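 active means mean activation of at least 80% with every replicate also reaching 80%; inconclusive means mean reaches 80% but some replicate falls short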;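 further: 0% = neutral control wells and 100% = parthenolide positive control wells; values of inactives mirror those of a sister screen read the other way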
# SR-BI DiI inh: inhibitors of SR-BI mediated HDL lipid uptake, primary screen, ldlA[mSR-BI] cells, fluorescence, single point. Scavenger receptor class B member 1 (Mus musculus), Q61009. ldlA[mSR-BI] CHO cells, DiI-HDL uptake fluorescence, 3 h. inhibition, % at 12.5 µM. 320,000 tested, 0.96% active;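 active means mean replicate inhibition of at least 70% and a set share of replicates each scoring 70 or more; inconclusive means meets just one of the two criteria; inactive means fails both criteria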;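 further: 0% = median of neutral control wells and 100% = median of positive control wells; values of inactives mirror those of a sister screen read the other way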
# Target sequence (Q61009 whole entry, looked up): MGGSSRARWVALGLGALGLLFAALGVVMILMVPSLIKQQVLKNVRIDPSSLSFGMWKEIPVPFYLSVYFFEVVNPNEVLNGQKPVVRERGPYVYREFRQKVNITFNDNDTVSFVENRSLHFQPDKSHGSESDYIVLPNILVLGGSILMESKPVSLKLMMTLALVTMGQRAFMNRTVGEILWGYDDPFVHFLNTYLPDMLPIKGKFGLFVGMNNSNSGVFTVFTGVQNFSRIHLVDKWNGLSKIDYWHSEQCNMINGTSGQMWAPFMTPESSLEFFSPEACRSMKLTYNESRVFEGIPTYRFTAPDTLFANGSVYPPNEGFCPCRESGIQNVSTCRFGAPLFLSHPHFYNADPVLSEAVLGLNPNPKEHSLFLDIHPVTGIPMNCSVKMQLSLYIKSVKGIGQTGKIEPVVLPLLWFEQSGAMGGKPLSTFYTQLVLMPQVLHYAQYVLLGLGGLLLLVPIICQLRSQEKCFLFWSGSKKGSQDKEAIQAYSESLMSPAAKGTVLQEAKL
# SR-BI uptake up: activators of SR-BI mediated DiI-HDL uptake, primary screen, ldlA[mSR-BI] CHO cells, DiI fluorescence; activation, % at 12.5 µM; 3 h; 100 = double the neutral-control signal; 320,000 tested, 0.096% active;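 active means mean replicate activation of at least 60% and every replicate at or above 60%; inconclusive means mean or all-replicate condition met, but not both; inactive means mean below 60% and not all replicates reaching 60%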;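 further: 0% = median plate neutral-control signal and 100% = twice that signal; values of inactives mirror those of a sister screen read the other way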
#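 Test system: SR-BI-overexpressing, LDLR-lacking CHO cells; Also added: labelled HDL, 10 µg/mL; Measured by: bottom-read cell fluorescence after medium removal, ex 550/em 595 nm; Timing: 3 h uptake period with compound, 37 °C; Buffer or medium: F12, 0.5% BSA, 25 mM HEPES; Doses: single compound concentration, delivered by pin transfer.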
# An asterisk follows results filed as active; u = inconclusive; x = no result given.
1) O=C(NN1C(=O)/C(=C/c2ccc(O)cc2)SC1=S)c1ccccc1O
2) CC(=O)N1c2ccc(S(=O)(=O)N3CCC(C(=O)NCc4ccccc4)CC3)cc2CC1C (centres undefined)
3) Cc1onc(-c2ccccc2Cl)c1C(=O)N1CCN(C=O)CC1
4) CCN1CCN(CCC(=O)Nc2ccccc2)CC1
5) CCOC(=O)CN1CC23C=CC(O2)C(C(=O)NCCc2ccccc2)C3C1=O (centres undefined)
6) CCOc1cc(C(=O)Nc2ccc(S(=O)(=O)N3CCOCC3)cc2)cc(OCC)c1OCC
7) COc1ccc(NC(=O)c2cccnc2NCCc2ccccc2)cc1
8) CCN(CC)CC(=O)NC12CC3CC(CC(C3)C1)C2

Assay by compound | 1 | 2 | 3 | 4 | 5 | 6 | 7 | 8
SR-BI uptake up | 9.6 | 10.0 | -4.9 | 12.4 | 3.7 | -5.0 | -13.1 | 31.7
CAL PDZ FP-2 | -0.2 | -1.9 | -0.1 | -0.2 | 0.2 | 0.9 | -4.5 | 0.6
phage Ecoli inh | 0.3 | 3.0 | 2.4 | 0.9 | -1.5 | 2.5 | 6.0 | 2.4
Tat export inh | -0.9 | -7.6 | 1.8 | -4.2 | -5.1 | -10.4 | -0.7 | 2.1
AddAB inh | 3.2 | 1.2 | -0.9 | x | 3.5 | 3.2 | 1.1 | 3.5
Wnt act | 2.1 | -1.0 | -1.1 | 1.3 | -2.9 | x | x | x
Ecoli viability | 3.6 | 1.1 | 1.3 | x | -1.7 | -0.8 | 0.3 | -0.7
SR-BI DiI inh | -9.6 | -10.0 | 4.9 | -12.4 | -3.7 | 5.0 | 13.1 | -31.7
MITF act | 12.0 | 2.7 | 1.1 | x | x | 9.2 | 7.4 | -6.2
CAL PDZ FP-1 | -8.1 | -1.1 | 2.1 | 4.9 | x | -0.7 | -3.6 | 1.6

9) Nc1nc2n(n1)C(c1cccc(Br)c1)CC(c1ccccc1)N2 (centres undefined)
10) COc1ccccc1NC(=S)N(CCCN1CCOCC1)Cc1cn(C)c2ccccc12
11) Cc1cc(C)n(-c2nc(SCCN(C)C)c3c4c(sc3n2)CCCC4)n1
12) CC(C)NC(=O)c1cccc(Br)c1
13) CSc1cccc(NC(=S)Nc2ccc(F)cc2)c1
14) Nc1nc2c(s1)CCc1c-2cnn1-c1ccccc1
15) COc1cccc(CNC(=O)CCNC(=O)Cn2ccc3ccccc3c2=O)c1
16) CCC(C)NC(=O)Cn1cc(S(=O)(=O)N2CCCC2)c(S(=O)(=O)N2CCCC2)c1 (centres undefined)

Assay by compound | 9 | 10 | 11 | 12 | 13 | 14 | 15 | 16
SR-BI uptake up | -8.8 | 11.8 | -15.0 | 37.0 | -10.8 | -59.8 | 25.9 | 21.5
CAL PDZ FP-2 | -1.3 | -0.6 | -6.2 | -2.4 | -0.7 | 14.8 | x | -0.5
phage Ecoli inh | -1.1 | 1.1 | 0.2 | 2.4 | 2.8 | x | 2.8 | 2.4
Tat export inh | u | 0.3 | 8.3 | 1.6 | -8.5 | -3.5 | -8.6 | 0.2
AddAB inh | 3.5 | 0.6 | -3.3 | 1.1 | 6.0 | -0.3 | -0.7 | 0.7
Wnt act | 0.6 | 2.5 | x | -0.1 | 7.1 | x | -2.8 | -1.5
Ecoli viability | -0.5 | -1.4 | -3.0 | -0.7 | 3.1 | -1.4 | 0.4 | -0.1
SR-BI DiI inh | 8.8 | -11.8 | 15.0 | -37.0 | 10.8 | 59.8 | -25.9 | -21.5
MITF act | -1.9 | -6.0 | -12.9 | 4.5 | 16.5 | 8.7 | x | 0.3
CAL PDZ FP-1 | x | -4.3 | x | -1.6 | 0.1 | 0.4 | -9.4 | -2.3

17) Cc1cc(C)nc(SCc2ccc(C(=O)N/N=C/c3ccco3)cc2)n1
18) Cc1ccsc1C(=O)NNC(=O)c1cccc(S(=O)(=O)N2CCCC2)c1
19) O=C(Nc1ccc(S(=O)(=O)N2CCCC2)cc1)c1ccc(F)cc1
20) Cc1cc(C(=O)NCc2cccc(Cl)c2)c2ccccc2n1
21) CC1CC(C)(C)CC2(C1)NC(=O)N(CC(=O)NCCc1ccc3c(c1)OCCO3)C2=O (centres undefined)
22) CCCN1CCC(NC(=S)Nc2ccc(S(N)(=O)=O)cc2)CC1
23) COc1cc2[nH]c(=O)c(C(=O)NCCCN3CCOCC3)c(O)c2cc1OC
24) CCOc1ccccc1C1c2cc3c(cc2OC(C)(N2CCCC2)C1C)OCO3 (centres undefined)
25) Cc1ccc2c(c1)N(S(=O)(=O)c1ccc(CN3C(=O)c4cccnc4C3=O)cc1)CCO2
26) O=C(CSc1ccccc1C(=O)N1CCN(c2ccc([N+](=O)[O-])cc2)CC1)N1CCCC1

Assay by compound | 17 | 18 | 19 | 20 | 21 | 22 | 23 | 24 | 25 | 26
SR-BI uptake up | -16.4 | -3.5 | -8.1 | x | 20.1 | 10.4 | -36.0 | x | 20.6 | -6.4
CAL PDZ FP-2 | -5.1 | -0.4 | 0.0 | -1.4 | -0.6 | -1.7 | x | -2.5 | -1.9 | 1.7
phage Ecoli inh | 2.9 | -2.0 | 3.2 | x | 1.5 | 3.7 | 1.8 | 3.1 | -2.9 | 1.8
Tat export inh | 8.2 | 2.2 | 10.9 | -9.0 | 1.6 | -7.5 | 14.6 | 4.2 | 2.9 | 3.2
AddAB inh | 4.7 | -0.2 | x | 0.3 | 6.3 | 3.9 | 0.7 | 2.4 | 2.7 | -0.7
Wnt act | -4.1 | -0.8 | 0.5 | x | -0.7 | -2.0 | -0.7 | -0.6 | 1.8 | -2.8
Ecoli viability | -1.4 | -2.5 | x | -3.1 | -1.9 | 1.8 | -0.4 | 2.5 | 0.0 | -0.7
SR-BI DiI inh | 16.4 | 3.5 | 8.1 | x | -20.1 | -10.4 | 36.0 | x | -20.6 | 6.4
MITF act | 10.2 | 1.6 | -12.5 | -5.6 | -9.4 | 3.0 | 6.6 | -12.8 | -2.6 | -12.8
CAL PDZ FP-1 | -3.1 | 83.3* | x | x | x | 4.3 | -10.3 | -1.9 | 1.1 | -4.1

# In the list so far, 12 contain nitrogen in an aromatic ring:
3) Cc1onc(-c2ccccc2Cl)c1C(=O)N1CCN(C=O)CC1
7) COc1ccc(NC(=O)c2cccnc2NCCc2ccccc2)cc1
9) Nc1nc2n(n1)C(c1cccc(Br)c1)CC(c1ccccc1)N2 (centres undefined)
10) COc1ccccc1NC(=S)N(CCCN1CCOCC1)Cc1cn(C)c2ccccc12
11) Cc1cc(C)n(-c2nc(SCCN(C)C)c3c4c(sc3n2)CCCC4)n1
14) Nc1nc2c(s1)CCc1c-2cnn1-c1ccccc1
15) COc1cccc(CNC(=O)CCNC(=O)Cn2ccc3ccccc3c2=O)c1
16) CCC(C)NC(=O)Cn1cc(S(=O)(=O)N2CCCC2)c(S(=O)(=O)N2CCCC2)c1 (centres undefined)
17) Cc1cc(C)nc(SCc2ccc(C(=O)N/N=C/c3ccco3)cc2)n1
20) Cc1cc(C(=O)NCc2cccc(Cl)c2)c2ccccc2n1

Assay by compound | 3 | 7 | 9 | 10 | 11 | 14 | 15 | 16 | 17 | 20
SR-BI uptake up | -4.9 | -13.1 | -8.8 | 11.8 | -15.0 | -59.8 | 25.9 | 21.5 | -16.4 | x
CAL PDZ FP-2 | -0.1 | -4.5 | -1.3 | -0.6 | -6.2 | 14.8 | x | -0.5 | -5.1 | -1.4
phage Ecoli inh | 2.4 | 6.0 | -1.1 | 1.1 | 0.2 | x | 2.8 | 2.4 | 2.9 | x
Tat export inh | 1.8 | -0.7 | u | 0.3 | 8.3 | -3.5 | -8.6 | 0.2 | 8.2 | -9.0
AddAB inh | -0.9 | 1.1 | 3.5 | 0.6 | -3.3 | -0.3 | -0.7 | 0.7 | 4.7 | 0.3
Wnt act | -1.1 | x | 0.6 | 2.5 | x | x | -2.8 | -1.5 | -4.1 | x
Ecoli viability | 1.3 | 0.3 | -0.5 | -1.4 | -3.0 | -1.4 | 0.4 | -0.1 | -1.4 | -3.1
SR-BI DiI inh | 4.9 | 13.1 | 8.8 | -11.8 | 15.0 | 59.8 | -25.9 | -21.5 | 16.4 | x
MITF act | 1.1 | 7.4 | -1.9 | -6.0 | -12.9 | 8.7 | x | 0.3 | 10.2 | -5.6
CAL PDZ FP-1 | 2.1 | -3.6 | x | -4.3 | x | 0.4 | -9.4 | -2.3 | -3.1 | x

23) COc1cc2[nH]c(=O)c(C(=O)NCCCN3CCOCC3)c(O)c2cc1OC
25) Cc1ccc2c(c1)N(S(=O)(=O)c1ccc(CN3C(=O)c4cccnc4C3=O)cc1)CCO2

Assay by compound | 23 | 25
SR-BI uptake up | -36.0 | 20.6
CAL PDZ FP-2 | x | -1.9
phage Ecoli inh | 1.8 | -2.9
Tat export inh | 14.6 | 2.9
AddAB inh | 0.7 | 2.7
Wnt act | -0.7 | 1.8
Ecoli viability | -0.4 | 0.0
SR-BI DiI inh | 36.0 | -20.6
MITF act | 6.6 | -2.6
CAL PDZ FP-1 | -10.3 | 1.1
